Screening data (PubChem)
PfHsp40 rescue: compounds rescuing yeast from Plasmodium falciparum HSP40 toxicity. AID 504582. actives 0.68% (n = 340,000). growth rescue, % at 12.5 µM. S. cerevisiae expressing PfHsp40, growth rescue, ATP luminescence; in the data active means growth rescue above about 28%, passing the limit was not always enough;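 further: yeast W303a lacking pdr1 and pdr3 grown in galactose medium; growth measured after three days at 30 °C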
Mtb FBA inh: inhibits M. tuberculosis FBA enzyme. P9WQA3. purified M. tuberculosis FBA, fluorescence read-out. inhibition, % at 1 µM. actives 2.3% (n = 360,000). AID 588726; in the data active means inhibition above about 27%;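 further: 0% = vehicle and 100% = reference inhibitor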
Mtb UGM inh: inhibitors of M. tuberculosis UDP-galactopyranose mutase; P9WIQ1; actives 0.06% (n = 320,000); purified UGM, fluorescence polarization probe displacement; inhibition, % at 10 µM; in the data active means inhibition above about 10%, passing the limit was not always enough
GDH-TPI inh: GDH-TPI coupled enzyme inhibition counter-screen; GDH-TPI coupled enzyme counterscreen, NADH absorbance; inhibition, % at 4.8 µM; actives 1.2% (n = 360,000); AID 588335; in the data active means inhibition above about 30%;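 further: 0% = DMSO wells and 100% = wells lacking the enzyme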
TcdB inh: TcdB glycohydrolase inhibition. P18177. TcdB glycohydrolase enzymatic assay, plate reader. inhibition, % at 9.99 µM. actives 0.24% (n = 350,000). AID 652162; in the data active means inhibition above about 10%
Target sequence (P18177 whole entry, looked up): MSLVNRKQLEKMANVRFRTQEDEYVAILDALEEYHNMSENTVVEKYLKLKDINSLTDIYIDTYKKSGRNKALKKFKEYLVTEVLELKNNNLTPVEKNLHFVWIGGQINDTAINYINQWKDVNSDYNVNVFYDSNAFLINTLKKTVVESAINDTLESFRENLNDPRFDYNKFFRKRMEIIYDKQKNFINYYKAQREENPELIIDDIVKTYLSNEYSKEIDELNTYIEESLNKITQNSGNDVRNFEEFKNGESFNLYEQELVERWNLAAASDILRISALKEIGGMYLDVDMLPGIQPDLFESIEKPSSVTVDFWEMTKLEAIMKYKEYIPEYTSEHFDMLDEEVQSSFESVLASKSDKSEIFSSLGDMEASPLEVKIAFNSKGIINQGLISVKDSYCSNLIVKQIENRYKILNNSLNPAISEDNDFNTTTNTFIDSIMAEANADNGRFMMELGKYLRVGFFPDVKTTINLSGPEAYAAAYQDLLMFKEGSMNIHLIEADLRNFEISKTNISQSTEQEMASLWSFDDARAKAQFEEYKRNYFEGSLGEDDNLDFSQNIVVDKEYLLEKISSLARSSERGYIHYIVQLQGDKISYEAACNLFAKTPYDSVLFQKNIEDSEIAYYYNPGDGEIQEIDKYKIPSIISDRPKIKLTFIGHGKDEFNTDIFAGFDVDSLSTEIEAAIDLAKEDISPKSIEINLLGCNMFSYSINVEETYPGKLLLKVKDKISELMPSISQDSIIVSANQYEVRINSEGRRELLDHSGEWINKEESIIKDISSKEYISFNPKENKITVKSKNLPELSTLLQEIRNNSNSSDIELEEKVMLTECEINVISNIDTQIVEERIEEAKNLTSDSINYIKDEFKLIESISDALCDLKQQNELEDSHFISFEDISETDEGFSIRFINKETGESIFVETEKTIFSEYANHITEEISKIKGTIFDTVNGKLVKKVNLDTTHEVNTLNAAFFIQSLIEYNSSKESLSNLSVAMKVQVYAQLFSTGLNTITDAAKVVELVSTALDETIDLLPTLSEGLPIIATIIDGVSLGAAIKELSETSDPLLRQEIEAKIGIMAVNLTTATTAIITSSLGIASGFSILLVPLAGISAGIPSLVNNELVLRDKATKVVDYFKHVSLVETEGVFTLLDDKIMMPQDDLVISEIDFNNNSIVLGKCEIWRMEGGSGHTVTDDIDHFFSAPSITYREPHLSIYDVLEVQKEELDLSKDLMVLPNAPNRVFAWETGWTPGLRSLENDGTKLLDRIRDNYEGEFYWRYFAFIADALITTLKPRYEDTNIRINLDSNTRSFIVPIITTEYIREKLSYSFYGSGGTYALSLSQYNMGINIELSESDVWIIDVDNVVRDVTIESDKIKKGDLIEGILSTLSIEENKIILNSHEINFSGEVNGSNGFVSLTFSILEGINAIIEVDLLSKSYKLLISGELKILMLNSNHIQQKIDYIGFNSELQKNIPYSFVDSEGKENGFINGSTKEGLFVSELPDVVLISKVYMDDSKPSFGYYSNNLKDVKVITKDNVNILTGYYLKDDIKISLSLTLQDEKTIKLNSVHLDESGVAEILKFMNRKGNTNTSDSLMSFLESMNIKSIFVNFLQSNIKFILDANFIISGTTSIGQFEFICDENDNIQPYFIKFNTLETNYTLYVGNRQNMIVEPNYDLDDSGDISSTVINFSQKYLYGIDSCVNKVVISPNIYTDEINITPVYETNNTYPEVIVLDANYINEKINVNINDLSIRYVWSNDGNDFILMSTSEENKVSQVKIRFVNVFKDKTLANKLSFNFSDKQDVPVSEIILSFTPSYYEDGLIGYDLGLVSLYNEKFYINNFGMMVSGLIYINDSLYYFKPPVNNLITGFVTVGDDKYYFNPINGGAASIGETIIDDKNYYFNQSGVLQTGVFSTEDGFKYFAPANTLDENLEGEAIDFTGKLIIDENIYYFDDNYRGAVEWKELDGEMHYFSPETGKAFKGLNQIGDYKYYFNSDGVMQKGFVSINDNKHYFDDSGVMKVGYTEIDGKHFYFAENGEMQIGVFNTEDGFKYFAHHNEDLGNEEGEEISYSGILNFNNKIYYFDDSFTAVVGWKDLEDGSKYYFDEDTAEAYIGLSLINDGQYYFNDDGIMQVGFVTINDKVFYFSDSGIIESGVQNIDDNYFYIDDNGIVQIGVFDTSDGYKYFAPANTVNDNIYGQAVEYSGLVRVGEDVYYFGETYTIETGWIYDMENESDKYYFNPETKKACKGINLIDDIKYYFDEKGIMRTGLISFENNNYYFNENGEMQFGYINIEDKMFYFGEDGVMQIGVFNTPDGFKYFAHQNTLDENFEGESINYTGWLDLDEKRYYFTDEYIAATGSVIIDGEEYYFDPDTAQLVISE
BH1578 lux ind: induces V. cholerae light production without autoinducers | V. cholerae BH1578 lux reporter, luminescence, 6 h | activation, % at 18.7 µM | actives 0.16% (n = 350,000); in the data active means activation mostly above about 9.7%, no sharp cut-off; further: not every result past the cut was called active; inactives centre near 0; reference of the scale not given here
Mtb BioA inh: inhibitors of Mycobacterium tuberculosis BioA enzyme; purified M. tuberculosis BioA enzyme, plate reader; inhibition, % at 9.99 µM; actives 0.096% (n = 360,000); AID 602481; in the data active means inhibition above about 40%
FadD28 binding: inhibitors of Mycobacterium tuberculosis FadD28 bisubstrate binding; AID 588549; inhibition, % at 12.5 µM; actives 0.22% (n = 360,000); FadD28 bisubstrate probe binding, fluorescence polarization; in the data active means inhibition above about 8.5%, passing the limit was not always enough
Yp Topo-I inh: blocks Yersinia pestis topoisomerase I activity | Y. pestis Topo-I cleavage product accumulation, plate reader | activity, % at 10 µM | AID 504884 | actives 0.064% (n = 360,000); in the data active means activity above about 50%, passing the limit was not always enough; further: inactives centre near 2
* hit, by the source's call; i = inactive; · = no result given.

Order of results – PfHsp40 rescue, Mtb FBA inh, Mtb UGM inh, GDH-TPI inh, TcdB inh, BH1578 lux ind, Mtb BioA inh, FadD28 binding, Yp Topo-I inh
- Cc1csc(Sc2nc3c(c(=O)[nH]c(=O)n3C)n2Cc2ccccc2Cl)n1
  0.6, 0, 0.4, -1, ·, -0.6, -2.1, -2.2, 1
- Cc1ccc2nc(-c3ccccc3)c(CN3CCOCC3)n2c1
  0.3, -1, -1.6, -5, 1.1, -0.3, ·, -3.3, -11
- O=c1[nH]c(/C=C/c2ccccn2)nc2ccccc12
  0.9, 3, 0.4, 28, 0.7, i, -2.2, -1.1, -3
- COc1ccccc1N(C)S(=O)(=O)c1ccc(C(=O)OCC(=O)NCc2cccs2)cc1
  0.1, -2, 5.5, 19, -0.4, -0.6, -0.5, 0.0, 10
- O=C(NCc1ccccc1)c1cc(C2CCCN(C(=O)C3CC3)C2)on1 (stereo not drawn)
  ·, -2, ·, -12, 0.4, -0.4, -1.0, -0.6, 4
- CC(C)CC(=O)Nc1ccc2c(c1)OCO2
  0.6, 4, 2.9, 2, 0.7, -0.2, ·, -0.1, -3
- CN(C)/C=C1\N=C(c2ccccc2)OC1=O
  -1.0, -3, -1.8, 35*, -0.4, i, -0.1, 0.5, 8
- N/C(CN1CCCC1=O)=N\OC(=O)c1ccccc1Cl
  0.0, -3, -2.0, -14, ·, 0.4, 0.5, -3.8, 5
- C[C@H]1CN([C@@H](C)CO)S(=O)(=O)c2ccc(Br)cc2O[C@H]1CN(C)C(=O)Cc1ccccn1
  ·, 1, ·, 5, -0.7, -0.6, 9.1, 0.5, 6
- Cc1cccc(C)c1NC(=O)C1(NC(=O)Cn2cccc([N+](=O)[O-])c2=O)CCCCC1
  -0.7, 3, 1.4, 6, 0.3, -0.3, ·, -1.3, -2
- CN(C1CCCCC1)S(=O)(=O)c1ccc(-n2cnnn2)cc1
  -0.7, 0, 1.1, 5, ·, ·, -0.9, 3.0, 16
- Cc1c(C(=O)NC2CC(=O)N(c3ccc4c(c3)OCCO4)C2)cccc1[N+](=O)[O-] (stereo not drawn)
  -1.2, 0, -0.6, 1, 0.7, i, ·, 0.1, 6
- CC(C)N(Cc1nc(-c2ccccc2)no1)S(=O)(=O)c1ccccc1
  -0.4, 7, -0.3, 2, 1.0, -0.2, -3.1, -4.0, 31
- CCCCc1ccc(-c2csc(/C(C#N)=C/c3ccc(C)o3)n2)cc1
  -0.9, -2, -3.0, -3, ·, -2.9, -1.0, -2.6, -1
- Cc1ccc(C(=O)NCCN2C3=NC[C@H](C)N3C[C@H]2Cc2ccc(O)cc2)cc1Br
  1.2, 1, 0.8, 3, 3.4, i, 0.0, -1.7, -1

The list goes on.
Order of results – PfHsp40 rescue, Mtb FBA inh, Mtb UGM inh, GDH-TPI inh, TcdB inh, BH1578 lux ind, Mtb BioA inh, FadD28 binding, Yp Topo-I inh
- COc1ccc(/C=N/NC(=O)c2ccccc2OC)cc1COc1ccc(C)cc1
  -0.3, -1, 1.0, 14, -2.1, -0.5, -1.0, 1.3, 8
- NC(=O)C1CCN(c2ccc([N+](=O)[O-])cc2Cl)CC1
  -3.0, -2, -1.1, 10, 2.2, i, ·, -0.1, 10
- COc1ccc(-c2nc(N)n(C(=O)c3cccs3)n2)cc1
  -1.4, 3, 0.8, -9, -3.8, 3.0, -0.6, -1.2, 4
- CCCCNC(=O)NCc1cnn(C)c1C
  -0.7, 3, 0.3, -3, ·, i, ·, -0.7, 4
- CN1CCN(S(=O)(=O)c2cccc(C(=O)Nc3sc4c(c3-c3nc5ccccc5[nH]3)CCCC4)c2)CC1
  -1.1, 1, -0.2, 10, 0.1, 0.0, ·, -1.7, -9
- CC(=O)c1ccc(NC(=O)c2ccc3snnc3c2)cc1
  0.3, 0, 0.8, 4, 0.3, i, 0.6, -3.1, -9
- CCOc1cc(C2C3=C(CC(C)(C)CC3=O)N(CCCOC)C3=C2C(=O)CC(C)(C)C3)ccc1OC
  2.2, -1, 0.3, 3, 0.1, i, -1.2, 0.1, 2
- CC(C)NC[C@@H](O)COc1cccc2ccccc12
  0.3, 5, -2.9, -15, 2.7, 3.6, -0.3, -0.2, -5
- Oc1ccc(-c2nc3ccc4ccccc4c3c3c2CCC3)cc1O
  18, 1, 2.9, 4, ·, -0.5, ·, -2.3, 0
- COc1nc(N2CCCC2)nc(-n2nnc(C(C)=O)c2C)n1
  12, -2, 1.6, -3, 0.6, -1.1, ·, -3.5, -8
- CCc1nc(CN2CCCC(C(=O)c3ccc4c5c(cccc35)CC4)C2)c(C)[nH]1 (stereo not drawn)
  0.9, 16, -0.2, 14, 1.0, -0.4, ·, -1.5, 11
- CCOc1ccc(-n2ccnc2SCC(=O)NCc2ccc3c(c2)OCO3)cc1
  0.2, 2, 2.0, 9, ·, i, 9.8, -2.1, 19
- C#CCOCCOCCOCCNc1nc(N2CCN(C(=O)[C@H](CCCCN)n3cc([C@@H](N)C(C)CC)nn3)CC2)nc(N2CCN(C(=O)[C@H](CCCCN)n3cc([C@@H](N)CC(C)C)nn3)CC2)n1 (stereo partly drawn)
  0.0, -2, 0.5, 4, 2.0, -1.0, 0.4, -2.2, -20
- CC(C)(C)c1ccc(C(O)c2ncc(-c3ccc4ccccc4c3)[nH]2)cc1 (stereo not drawn)
  ·, 5, ·, 8, 0.6, -0.2, 1.4, -1.5, -7
- CC(C)CN=CC1=C(O)c2ccccc2C1=O
  -1.3, 0, 0.9, 21, 0.9, -1.1, 0.9, -0.4, -7

(continued)
Order of results – PfHsp40 rescue, Mtb FBA inh, Mtb UGM inh, GDH-TPI inh, TcdB inh, BH1578 lux ind, Mtb BioA inh, FadD28 binding, Yp Topo-I inh
- O=S(OCCN1CCOCC1)C(c1ccccc1)c1ccccc1 (stereo not drawn)
  109*, -3, ·, -1, 0.2, -7.1, -0.4, -2.8, 2
- O=C(CCCSc1ccccc1)Nc1nc(-c2ccco2)c(-c2ccco2)s1
  -0.8, 2, 4.4, 7, -1.3, -0.3, -0.9, 3.4, -6
- Cc1c(NC(=O)CN2C(=O)NC(C)(c3ccc(Cl)cc3)C2=O)c(=O)n(-c2ccccc2)n1C (stereo not drawn)
  -0.3, 0, -2.0, -5, 5.9, -0.7, -0.5, -3.4, -8
- CCOc1cccc2cc(C(=O)Nc3ccccc3-c3ccccc3)c(=O)oc12
  1.2, -1, 1.3, -4, ·, -0.4, -0.2, -3.9, -1
- O=C(COc1ccccc1Cl)NCCc1ccc2c(c1)OCCO2
  1.6, -3, -3.9, 5, 2.0, i, ·, 0.4, 19
- CCCCNC(=S)NC(C)(C)CO
  -2.6, 2, 4.5, 1, 0.0, -0.2, -1.6, -2.7, -5
- CC1(C(=O)O)CCC(C(=O)Nc2ccc(S(N)(=O)=O)cc2)C1(C)C (stereo not drawn)
  -2.3, -2, -1.2, -1, ·, -2.1, -0.6, -3.0, 3
- CCCCn1nnnc1SCC(=O)Nc1ccc(N(C)C)cc1
  -0.3, -1, 2.4, 3, ·, -0.4, -0.9, -0.6, -5
- Cc1cccc(N2CCN(C(=O)CC(NC(=O)c3ccccc3)c3ccccc3)CC2C)c1 (stereo not drawn)
  3.6, -2, -3.5, 6, ·, -0.2, 1.0, 0.2, 24
- Cc1ccc(C(=O)NCCN2CCOCC2)cc1Cl
  0.5, 0, -0.8, -1, ·, i, ·, -2.7, -4
- COc1ccc(C(=O)Nc2ccccc2C(=O)Nc2ccc(C(=O)O)cc2)cc1
  1.2, -1, -1.6, -3, 4.1, -0.9, 0.5, -5.3, 1
- COc1ccc2cc(C#N)c(SCC(=O)Nc3nonc3C)nc2c1
  0.0, -1, -1.9, 14, -0.2, -0.4, ·, ·, -11
- COc1ccc(C(=S)N2CCOCC2)cc1OS(=O)(=O)c1ccc(Br)cc1
  -0.7, -1, -3.2, -1, 2.3, i, -0.7, -1.9, 28
- N#Cc1ccccc1Sc1ccccc1C(=O)OCC(=O)NC1CCCCC1
  0.4, 3, 1.1, 6, 0.5, i, -1.5, -1.5, 4
- Cc1cc(NS(=O)(=O)c2ccc(NC(=O)C(C)Oc3ccc(C(C)C)cc3)cc2)no1 (stereo not drawn)
  1.2, 0, -1.0, -5, -1.9, i, 1.4, -0.2, 10

(more compounds)
SMILES	PfHsp40 rescue	Mtb FBA inh	Mtb UGM inh	GDH-TPI inh	TcdB inh	BH1578 lux ind	Mtb BioA inh	FadD28 binding	Yp Topo-I inh
CC(=O)C1=C(O)C(=O)OC1c1ccc(Cl)cc1 (stereo not drawn)	0.3	0	2.4	8	1.7	i	-1.7	-1.4	-6
Cc1ccc(C)c(Nc2nc3ccccc3n3cnnc23)c1	-0.4	0	2.4	9	2.9	-1.1	·	-1.7	12
O=C(OCC#CCSc1nnc(-c2cccc3ccccc23)o1)c1cccs1	-0.6	3	0.9	1	·	-0.3	-1.8	-1.7	10
CC1(C(=O)NCCc2ccccc2)Cc2c(-c3cccc(C(N)=O)c3)ccnc2O1 (stereo not drawn)	·	-2	·	1	-0.3	-0.5	-0.3	-3.4	-2
O=C(NCCc1ccccc1)c1ccccc1Cl	-1.3	1	-2.4	7	-4.6	0.0	-2.0	-1.3	-5
COc1ccc2c(c1)c(CCN1C(=O)c3ccccc3C1=O)cn2C(=O)c1ccco1	-0.8	-2	-0.7	6	2.6	-0.4	0.5	-1.0	-1
CC(C)(C)OC(=O)N1CSC[C@H]1C(=O)NC[C@H](CC(=O)O)c1ccc(Cl)cc1	0.4	2	1.3	7	0.2	-1.5	10	1.6	-6
CCN(CC)S(=O)(=O)c1ccc(-c2nnc(SCC(=O)N3CCOCC3)o2)cc1	-1.6	-3	-0.2	-5	-0.1	-0.4	-1.7	-4.0	6

Molecules from the list above with a furan ring, fused or not, in the order listed:
SMILES	PfHsp40 rescue	Mtb FBA inh	Mtb UGM inh	GDH-TPI inh	TcdB inh	BH1578 lux ind	Mtb BioA inh	FadD28 binding	Yp Topo-I inh
CCCCc1ccc(-c2csc(/C(C#N)=C/c3ccc(C)o3)n2)cc1	-0.9	-2	-3.0	-3	·	-2.9	-1.0	-2.6	-1
O=C(CCCSc1ccccc1)Nc1nc(-c2ccco2)c(-c2ccco2)s1	-0.8	2	4.4	7	-1.3	-0.3	-0.9	3.4	-6
COc1ccc2c(c1)c(CCN1C(=O)c3ccccc3C1=O)cn2C(=O)c1ccco1	-0.8	-2	-0.7	6	2.6	-0.4	0.5	-1.0	-1

The results go on:
SMILES	PfHsp40 rescue	Mtb FBA inh	Mtb UGM inh	GDH-TPI inh	TcdB inh	BH1578 lux ind	Mtb BioA inh	FadD28 binding	Yp Topo-I inh
CCOc1ccc(OCCOCCOc2ccccc2Cl)cc1	3.2	-1	-1.4	-4	·	i	-1.8	-1.6	41
COc1ccc(C2CC(c3c(O)n(CCc4ccccc4)c(=O)[nH]c3=O)=NN2)cc1OC (stereo not drawn)	4.3	1	0.9	1	-1.0	-0.3	·	-4.7	-2
COc1cccc(NC(=O)CCN2C(=O)c3ccccc3S2(=O)=O)c1	-0.6	2	-1.8	1	2.2	0.0	0.7	-2.6	-7
Cc1ccccc1NC(=O)c1ccc(F)c(S(=O)(=O)N2CCN(c3ccccn3)CC2)c1	1.0	-2	1.6	-8	1.1	0.7	·	-0.3	-4
COc1ccc(-c2cn3cc(C)ccc3n2)cc1Br	2.1	30*	0.2	11	2.0	-1.9	·	-0.1	20
CC(=O)c1ccc(N=C2SCCCN2C(=O)C2CCCC2)cc1	-0.3	2	-2.1	9	·	-0.3	·	-2.2	8
C/C(=N\OCC(=O)OC(C)C(=O)Nc1ccc(C)c(S(=O)(=O)N2CCOCC2)c1)c1ccc2c(c1)OCO2 (stereo not drawn)	0.9	0	·	3	1.8	-0.9	-0.6	-2.5	-1
O=c1[nH]ncc(N/N=C\c2cccnc2)c1Cl	-0.3	2	-0.8	43*	0.7	0.7	·	-1.5	-4
CCn1c(C)nc2cc(-c3nc4n(n3)Cc3ccccc3-4)ccc21	-3.6	20	-2.5	-5	·	-5.9	-3.8	-2.9	8
COc1cc(NC(=O)CSc2cc(C)c3cc(C)cc(C)c3n2)c(C(=O)O)cc1OC	0.5	0	3.8	1	0.4	-0.3	0.7	-2.8	1
COc1ccc(OC(C)C(=O)Nc2cccc([N+](=O)[O-])c2)cc1 (stereo not drawn)	0.7	0	1.2	-1	·	i	4.9	0.0	5
